From PubChem BioAssay
Runt-SMMHC FRET = inhibitors of human RUNX1 Runt domain binding to CBFb-SMMHC; Q01196+Q13951; Cerulean-Runt/Venus-CBFb-SMMHC FRET ratio 530/480, 1 h; inhibition, % at 20 µM; actives 0.74% (n = 220,000); AID 1434;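 active = mean inhibition across duplicate retests at 20 µM reaching about 50%, limit read from the data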;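 also: 0% = DMSO wells and 100% = wells with excess untagged CBFb-SMMHC; inhibitors lower the FRET ratio by blocking Runt binding to CBFb-SMMHC; some results filed as inactive read as strong as hits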
Hck-Nef inh = blocks Nef-activated human Hck kinase. P08631. Recombinant Hck-YEEI plus Nef, Z-Lyte FRET kinase assay. inhibition, % at 20 µM. actives 0.68% (n = 220,000);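 active = Hck-Nef kinase inhibition above about 50%, limit read from the data; inactive = inhibition below that limit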;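 also: 0% = DMSO with Hck plus Nef and 100% = Hck alone without Nef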
Target sequence (P08631 whole entry, looked up): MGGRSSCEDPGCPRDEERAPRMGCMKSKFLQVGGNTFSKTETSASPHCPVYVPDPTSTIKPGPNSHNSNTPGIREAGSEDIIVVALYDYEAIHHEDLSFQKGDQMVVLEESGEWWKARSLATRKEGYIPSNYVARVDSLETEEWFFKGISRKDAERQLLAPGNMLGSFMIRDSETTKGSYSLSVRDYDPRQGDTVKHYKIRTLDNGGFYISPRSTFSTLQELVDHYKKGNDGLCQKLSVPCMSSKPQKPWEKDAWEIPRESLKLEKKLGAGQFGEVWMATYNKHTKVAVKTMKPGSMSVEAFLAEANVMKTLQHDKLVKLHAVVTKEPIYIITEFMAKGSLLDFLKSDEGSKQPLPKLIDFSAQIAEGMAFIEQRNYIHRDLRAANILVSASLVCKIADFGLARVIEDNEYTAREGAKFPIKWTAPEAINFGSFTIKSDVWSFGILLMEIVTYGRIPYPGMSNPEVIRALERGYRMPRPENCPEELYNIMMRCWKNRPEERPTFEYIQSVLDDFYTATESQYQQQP
PGE2 EP2 inh = EP2 receptor (human) inhibition; P43116; C6 glioma cells expressing human EP2, cAMP TR-FRET; cells stimulated with saturating PGE2; inhibition, % at 25 µM; actives 0.52% (n = 260,000); AID 1422;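 active = percent inhibition above 40 after rounding to a whole number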;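 also: rat C6 glioma host cells with rolipram phosphodiesterase inhibitor present; the protocol text gives 20 µM as final concentration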
Target sequence (P43116 whole entry, looked up): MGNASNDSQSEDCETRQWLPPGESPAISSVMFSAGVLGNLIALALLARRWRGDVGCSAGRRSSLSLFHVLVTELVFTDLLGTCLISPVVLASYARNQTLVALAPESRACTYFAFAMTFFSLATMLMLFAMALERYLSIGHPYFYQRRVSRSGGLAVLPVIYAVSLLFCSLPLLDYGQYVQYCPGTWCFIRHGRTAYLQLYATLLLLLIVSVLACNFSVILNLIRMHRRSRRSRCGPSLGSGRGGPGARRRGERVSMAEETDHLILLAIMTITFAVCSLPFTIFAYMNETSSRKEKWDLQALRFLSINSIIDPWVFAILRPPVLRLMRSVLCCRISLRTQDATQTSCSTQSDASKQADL
RBBP9 inh = human RBBP9 hydrolase inhibition; actives 0.2% (n = 220,000); AID 1515; inhibition, % at 7.94 µM; O75884; recombinant RBBP9, FP-Rh probe fluorescence polarization;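 active = inhibition above the campaign mean of all tested compounds plus 3 SD, cut at about 14% in these data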;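 also: plate controls were DMSO wells with RBBP9 for no effect and wells lacking RBBP9 protein for full effect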
Target sequence (O75884 whole entry, looked up): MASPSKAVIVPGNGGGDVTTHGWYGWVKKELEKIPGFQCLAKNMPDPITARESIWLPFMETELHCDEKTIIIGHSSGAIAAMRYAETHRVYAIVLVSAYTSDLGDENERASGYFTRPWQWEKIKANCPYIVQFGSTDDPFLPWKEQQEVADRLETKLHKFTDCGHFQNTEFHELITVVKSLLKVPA
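System: RBBP9 protein / Quantity: 2.5 µM RBBP9 dispensing solution, before mixing / Also added: Serine-hydrolase probe FP-Rh, 375 nM pre-mixing / Dosing: 7.94 µM single dose, 0.794% DMSO / Timing: enzyme-compound preincubation 30 min, then probe labeling 45 min, 25 °C / Signal: FP readout at 525/598 nm / Controls: DMSO-treated enzyme wells and wells lacking RBBP9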
zVAD death inh = L929 zVAD cell death inhibition; L929 zVAD necroptosis rescue, ATP luminescence, 24 h; with zVAD 60 µM; viability rescue, % at 10 µM; actives 0.38% (n = 220,000);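 active = activation, scaled between plate controls, above about 75%, limit read from the data; inactive = activation under that limit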;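 also: 0% = zVAD with DMSO and 100% = DMSO alone without zVAD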
Runt-CBFb FRET = blocks binding of human RUNX1 Runt domain to CBFb. Q01196+Q13951. Cerulean-Runt/Venus-CBFb FRET ratio 530/480, 1 h. inhibition, % at 20 µM. actives 0.46% (n = 220,000). AID 1496;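 active = inhibition over about 50% at 20 µM in the single-dose screen, limit read from the data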;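 also: 0% = DMSO wells and 100% = excess unlabeled CBFb competitor control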
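Measured by: fluorescence energy transfer, 422 nm excitation, 530/480 nm emission; test system: Cerulean-tagged RUNX1 Runt domain (FRET donor) fusion protein; buffer or medium: Tris pH 7.5 buffer with BSA; compound: one dose, 20 µM compound, 1% DMSO; times: two 1 h room-temperature incubations shielded from light; benchmarks: unlabeled CBFb 5 µM, positive control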
PERK inh = inhibitors of human PERK kinase. CHO PERK-DD fusion, SEAP luminescence translation reporter. Q9NZJ5. actives 0.17% (n = 220,000). AID 1416. inhibition, % at 5.6 µM;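 active = inhibition above the mean inhibition of all tested compounds plus 3 SD, set separately per screening campaign, cut at about 2.9% in these data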;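 also: PERK kinase domain activated by AP20187 dimerizer at 100 nM; 0% = DMSO with dimerizer and 100% = rapamycin at 8.4 µM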
TNF death inh = TNF-alpha cell death inhibition in Jurkat FADD-/- cells; AID 463075; actives 0.068% (n = 220,000); Jurkat FADD-/- TNF necroptosis rescue, ATP luminescence, 24 h; 0 = TNF only, 100 = no-TNF cells; activation (protection from cell death), % at 10 µM;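 active = activation, meaning protection from cell death, of at least 50% relative to plate controls; inactive = activation below 50%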;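 also: necroptosis triggered by 40 ng/mL TNF-alpha added together with compound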
EP2 modulator = modulators of human EP2 prostaglandin E2 receptor. P43116. EP2-expressing cells, cAMP HTRF FRET, PGE2 co-stimulation. induction, % at 25 µM. actives 0.83% (n = 260,000). AID 940;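 active = compounds whose cAMP rise, as percent of the full-agonist control response, exceeds 60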;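 also: rat C6 glioma line stably carrying human EP2 under a CMV promoter; the protocol text gives 20 µM as final concentration; 100% = response of wells given 1 µM PGE2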
* hit, by the source's call; & = joins results of further samples. Some of the compounds tested. The share of hits here may be higher or lower than overall.

Screening NS(=O)(=O)c1ccc(NC(=O)COC(=O)CCc2ccccc2)cc1 returned Runt-SMMHC FRET 1, Hck-Nef inh 19, PGE2 EP2 inh 5, RBBP9 inh -9, zVAD death inh 0.1, Runt-CBFb FRET 0, PERK inh 2.7, TNF death inh 1.0 and EP2 modulator -11.
Cc1c(C(=O)OCC(=O)Nc2cccc(S(N)(=O)=O)c2)oc2c1ccc1ccccc12 was read as Runt-SMMHC FRET -10, Hck-Nef inh 0, PGE2 EP2 inh 8, RBBP9 inh -28, zVAD death inh 0.9, Runt-CBFb FRET -3, PERK inh 1.2, TNF death inh -4.7 and EP2 modulator 55.
Screening COc1cc(OC)cc(C(=O)Nc2nnc(Cc3ccc(OC)c(OC)c3)s2)c1 returned Runt-SMMHC FRET -3, Hck-Nef inh -5, PGE2 EP2 inh 6&11, RBBP9 inh 10, zVAD death inh 1.1, Runt-CBFb FRET -4, PERK inh 1.4, TNF death inh -2.6 and EP2 modulator -97&-37.
For CCCCCNC(=O)C1CCC(Cn2c(=S)[nH]c3ccccc3c2=O)CC1 (stereo unspecified) the results were Runt-SMMHC FRET -3, Hck-Nef inh -6, PGE2 EP2 inh 3, RBBP9 inh -3, zVAD death inh 2.6, PERK inh 0.9, TNF death inh 4.3 and EP2 modulator 2.
For CCOC(=O)c1c(C)c(C(=O)OCC)n(C)c1C the results were Runt-SMMHC FRET -4, Hck-Nef inh 4, PGE2 EP2 inh 12, RBBP9 inh 2, zVAD death inh 1.7, Runt-CBFb FRET -2, PERK inh 1.7, TNF death inh -7.8 and EP2 modulator 25.
For CCN(CC)S(=O)(=O)c1ccc(N2CCOCC2)c(NC(=O)C2COc3ccccc3O2)c1 (stereo unspecified) the results were Runt-SMMHC FRET -3, Hck-Nef inh -1, PGE2 EP2 inh 8, RBBP9 inh -7, zVAD death inh -0.8, Runt-CBFb FRET 85*, PERK inh -0.9, TNF death inh 1.2 and EP2 modulator 10.
`COc1cccc(S(=O)(=O)NCc2ccc(C(=O)NCC3CCCO3)cc2)c1` (stereo unspecified) gave Runt-SMMHC FRET -3, Hck-Nef inh 2, PGE2 EP2 inh 7, RBBP9 inh -6, zVAD death inh 0.1, Runt-CBFb FRET 1, PERK inh 0.4, TNF death inh -0.3 and EP2 modulator 11.
For COc1ccc(C2=Nc3cccc4cccc(c34)N2)cc1 the results were Runt-SMMHC FRET -5, Hck-Nef inh 0, RBBP9 inh -4, zVAD death inh 0.8, Runt-CBFb FRET -1, PERK inh 0.6, TNF death inh -18 and EP2 modulator -56.
Screening CCOc1ccccc1Nc1nc(N)nc(CN2CCCCC2C)n1 (stereo unspecified) returned Hck-Nef inh 13, PGE2 EP2 inh 10, RBBP9 inh -4, zVAD death inh -1.8, PERK inh -0.3, TNF death inh 1.6 and EP2 modulator 5.
For Cc1ccccc1NC(=O)Cc1nc(CSc2nnc(C3CCCCC3)n2N)cs1 the results were Runt-SMMHC FRET 4, Hck-Nef inh -6, PGE2 EP2 inh 2, RBBP9 inh -6, zVAD death inh -1.4, Runt-CBFb FRET 0, PERK inh 0.2, TNF death inh 0.6 and EP2 modulator 4.

Compounds shown so far that have an aryl methoxy group:
Screening COc1cc(OC)cc(C(=O)Nc2nnc(Cc3ccc(OC)c(OC)c3)s2)c1 returned Runt-SMMHC FRET -3, Hck-Nef inh -5, PGE2 EP2 inh 6&11, RBBP9 inh 10, zVAD death inh 1.1, Runt-CBFb FRET -4, PERK inh 1.4, TNF death inh -2.6 and EP2 modulator -97&-37.
`COc1cccc(S(=O)(=O)NCc2ccc(C(=O)NCC3CCCO3)cc2)c1` (stereo unspecified) gave Runt-SMMHC FRET -3, Hck-Nef inh 2, PGE2 EP2 inh 7, RBBP9 inh -6, zVAD death inh 0.1, Runt-CBFb FRET 1, PERK inh 0.4, TNF death inh -0.3 and EP2 modulator 11.
For COc1ccc(C2=Nc3cccc4cccc(c34)N2)cc1 the results were Runt-SMMHC FRET -5, Hck-Nef inh 0, RBBP9 inh -4, zVAD death inh 0.8, Runt-CBFb FRET -1, PERK inh 0.6, TNF death inh -18 and EP2 modulator -56.

(further entries)
For COc1ccc(/C=N/NC(=O)c2cc(OC)c(OC)c(OC)c2)cc1CN1CCc2cc(OC)c(OC)cc2C1C (stereo unspecified) the results were Runt-SMMHC FRET 0, Hck-Nef inh 18, PGE2 EP2 inh 5, RBBP9 inh -5, zVAD death inh 1.9, Runt-CBFb FRET 0, PERK inh -0.5, TNF death inh -3.5 and EP2 modulator -34.
`COc1ccc(-n2c(-c3cccc(C)c3[N+](=O)[O-])n[nH]c2=S)cc1` gave Runt-SMMHC FRET 9, Hck-Nef inh 0, PGE2 EP2 inh 8, RBBP9 inh -4, zVAD death inh 0.1, Runt-CBFb FRET 7, PERK inh 0.7, TNF death inh -1.7 and EP2 modulator 12.
`COc1cccc(/C=N/NC(=O)c2cnn(-c3ccccc3)c2N)c1` gave Runt-SMMHC FRET -2, Hck-Nef inh 94*, PGE2 EP2 inh 4, RBBP9 inh -1, zVAD death inh 73, Runt-CBFb FRET 1, PERK inh -0.9, TNF death inh 3.9 and EP2 modulator -30.
Screening CC(C)(C)NC(=O)c1ccc2nccnc2c1 returned Runt-SMMHC FRET -2, Hck-Nef inh 0, PGE2 EP2 inh 2&14, RBBP9 inh -3, zVAD death inh 0.0, Runt-CBFb FRET -1, PERK inh 0.1, TNF death inh 0.4 and EP2 modulator 7&-6.
`COc1cc(/C=C/C(=O)O)cc(S(=O)(=O)Nc2ccc3nc(C)sc3c2)c1OC` gave Runt-SMMHC FRET 3, Hck-Nef inh 5, PGE2 EP2 inh 8, RBBP9 inh -4, zVAD death inh -0.2, Runt-CBFb FRET 13, PERK inh -1.0, TNF death inh 0.4 and EP2 modulator 18.
`Clc1ncc2[nH]cnc2n1` gave Runt-SMMHC FRET 1, Hck-Nef inh -7, PGE2 EP2 inh 10, RBBP9 inh -3, zVAD death inh 0.1, Runt-CBFb FRET 0, PERK inh 1.1, TNF death inh -0.1 and EP2 modulator 21.
`O=C(NCCOC(=O)c1ccccc1C(=O)OCCNC(=O)c1cccnc1)c1cccnc1` gave Runt-SMMHC FRET 1, Hck-Nef inh 1, PGE2 EP2 inh 2, RBBP9 inh 4, zVAD death inh -0.1, Runt-CBFb FRET 1, PERK inh 0.3, TNF death inh 0.0 and EP2 modulator 21.
For CSc1ccccc1NC(=O)CN(C)C(=O)c1cccc(S(=O)(=O)N(C)C)c1 the results were Runt-SMMHC FRET 0, Hck-Nef inh 19, PGE2 EP2 inh 4, RBBP9 inh 2, zVAD death inh 3.0, Runt-CBFb FRET -2, PERK inh -0.1, TNF death inh -0.1 and EP2 modulator -11.
For CCn1c(C)csc1=NC(=O)c1ccccc1 the results were Runt-SMMHC FRET 4, Hck-Nef inh 3, PGE2 EP2 inh 2, RBBP9 inh -4, zVAD death inh 0.1, Runt-CBFb FRET 0, PERK inh 1.3, TNF death inh -2.1 and EP2 modulator 10.
Screening Cc1nn(Cc2cccc(Oc3ccccc3)c2)c(C)c1NC(=O)NC12CC3CC(CC(C3)C1)C2 returned Runt-SMMHC FRET 2, Hck-Nef inh 3, PGE2 EP2 inh 10, RBBP9 inh 2, zVAD death inh 1.0, Runt-CBFb FRET -2, PERK inh 1.5, TNF death inh 4.8 and EP2 modulator 34.
For CCOc1ccc(N(CC(=O)NC2CCCC(C)C2C)S(=O)(=O)c2c(C)noc2C)cc1 (stereo unspecified) the results were Runt-SMMHC FRET -6, Hck-Nef inh 0, PGE2 EP2 inh 16, RBBP9 inh -7, zVAD death inh 2.1, Runt-CBFb FRET -4, PERK inh 0.4, TNF death inh 1.6 and EP2 modulator 16.
Screening c1ccc(-c2cnn3nnnc3n2)cc1 returned Runt-SMMHC FRET -1, Hck-Nef inh 0, PGE2 EP2 inh 6, RBBP9 inh -9, zVAD death inh -0.1, Runt-CBFb FRET -3, PERK inh 0.6, TNF death inh -1.3 and EP2 modulator 12.
`Cn1cccc1/C=N/NC(=O)c1ccc[n+]([O-])c1` gave Runt-SMMHC FRET -1, Hck-Nef inh -4, PGE2 EP2 inh 3, RBBP9 inh -1, zVAD death inh 0.6, Runt-CBFb FRET 1, PERK inh 1.2, TNF death inh -0.2 and EP2 modulator 18.
For CCOC(=O)C(NC(C)=O)(N1CCc2ccccc2C1)C(F)(F)F (stereo unspecified) the results were Runt-SMMHC FRET 4, Hck-Nef inh -1, PGE2 EP2 inh 8, RBBP9 inh -12, zVAD death inh 0.6, Runt-CBFb FRET -2, PERK inh -1.0, TNF death inh -0.9 and EP2 modulator 19.
`CCOC(=O)NC(NCc1ccccc1)(C(F)(F)F)C(F)(F)F` gave Runt-SMMHC FRET 1, Hck-Nef inh 4, PGE2 EP2 inh 7, RBBP9 inh -7, zVAD death inh 0.7, Runt-CBFb FRET 1, PERK inh 0.4, TNF death inh 0.1 and EP2 modulator 7.
Screening CCc1nnc(NC(=O)CSc2nnc(-c3ccccc3OC)n2-c2ccccc2)s1 returned Runt-SMMHC FRET 3, Hck-Nef inh 1, PGE2 EP2 inh 9, RBBP9 inh -11, zVAD death inh -0.1, Runt-CBFb FRET -4, PERK inh 0.3, TNF death inh -1.5 and EP2 modulator 32.
COc1cc(C(=O)N/N=C/C2CC=CCC2)cc(OC)c1OC (stereo unspecified) was read as Runt-SMMHC FRET 1, Hck-Nef inh 1, PGE2 EP2 inh 5, RBBP9 inh -8, zVAD death inh 1.2, Runt-CBFb FRET -1, PERK inh -0.6, TNF death inh 2.3 and EP2 modulator 4.
Screening O=C(Nc1nnc(-c2cccs2)o1)c1ccco1 returned Runt-SMMHC FRET 4, Hck-Nef inh 1, PGE2 EP2 inh 16, RBBP9 inh -3, zVAD death inh -0.3, Runt-CBFb FRET 6, PERK inh 0.2, TNF death inh -0.1 and EP2 modulator 9.
O=c1c(Cl)c(N2CCN(c3ccc(F)cc3)CC2)cnn1-c1nc2ccccc2s1 was read as Runt-SMMHC FRET 2, Hck-Nef inh 3, PGE2 EP2 inh 8, RBBP9 inh 6, zVAD death inh 0.6, Runt-CBFb FRET 2, PERK inh 1.1, TNF death inh 1.0 and EP2 modulator -13.
For CCCCC(=O)N1CCCC(C(=O)OCC)C1 (stereo unspecified) the results were Runt-SMMHC FRET -5, Hck-Nef inh 3, PGE2 EP2 inh 4, RBBP9 inh 3, zVAD death inh -0.6, Runt-CBFb FRET -1, PERK inh 0.9, TNF death inh 5.2 and EP2 modulator -1.
For Cn1c(NCc2cccs2)nc2ccccc21 the results were Runt-SMMHC FRET 3, Hck-Nef inh -1, PGE2 EP2 inh 2, RBBP9 inh 3, zVAD death inh 0.3, Runt-CBFb FRET 1, PERK inh 0.4, TNF death inh 1.7 and EP2 modulator 17.
